USP2a inhib = inhibitors of human ubiquitin-specific protease USP2a | AID 927 | O75604 | 60,000 tested, 0.1% active | USP2a enzymatic assay, qHTS inhibition | Potency, µM (titrated, usually from 38.3 µM), without a hit: at the top dose activity change, negative = inhibition, hits mostly inhibitors;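 further: potency means the concentration at half of the fitted maximal effect; nearly all actives have a fitted effect of over 60% in size; plate controls were DMSO for no effect and NEM full inhibition control for full effect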
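Inhibition is measured in a cell-free coupled assay with 20 nM USP2 core, 20 nM Ub-PLA2 and 20 uM NBD C6-HPC, 2.5 h incubation. Activity normalized to NEM control.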
Rhodamine fluor = compound fluoresces in the rhodamine spectral region; Rhodamine-region fluorescence, 547/598 nm, Tris buffer; active compounds read high; max dye-equivalent concentration, M; 59,000 tested, 0.05% active; AID 594; in the data active means max dye-equivalent concentration above about 11 nM; inconclusive means between about 1.1 nM and that limit
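Intensities are converted to rhodamine-equivalent concentration using a six-point rhodamine standard on each plate. Compounds sit 15 min at room temperature in 100 mM Tris buffer, pH 8.0; read uses the 547/598 nm excitation/emission pair.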
Casp7 inh = caspase-7 (human) inhibition, allosteric or competitive. AID 889. recombinant caspase-7, Ac-DEVD-AFC fluorescence rate. Potency, µM (titrated, usually from 57.5 µM), without a hit: top-dose activity change, negative = inhibition, actives largely listed as inhibitors. 75,000 tested, 0.02% active; active means well fitted inhibition curve with a large enough effect in the main read-out, with a control signal flat, not every such curve was filed as active; inconclusive means small, poorly fitted or top-dose-only effect, or a change in a side signal; further: potency means the concentration at half of the fitted maximal effect; % of control where 0% means no effect
Target sequence (P55210 24-198 limits assumed): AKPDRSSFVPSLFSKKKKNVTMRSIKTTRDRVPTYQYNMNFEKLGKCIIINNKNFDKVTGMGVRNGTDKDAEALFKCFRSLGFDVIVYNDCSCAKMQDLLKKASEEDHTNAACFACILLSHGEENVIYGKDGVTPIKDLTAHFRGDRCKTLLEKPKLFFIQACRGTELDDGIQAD
Target sequence (P55210 207-303 limits assumed): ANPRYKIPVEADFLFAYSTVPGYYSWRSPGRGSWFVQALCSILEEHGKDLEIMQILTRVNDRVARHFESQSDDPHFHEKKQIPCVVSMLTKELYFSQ
TexasRed autofl = Texas Red region autofluorescence. Compound fluorescence, Texas Red channel, 547/618 nm; active compounds read high. max dye-equivalent concentration, M. 59,000 tested, 0.06% active. AID 587; in the data active means max dye-equivalent concentration above about 10 nM; inconclusive means between about 1.1 nM and that limit
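Spectral interference profiling: each compound concentration's relative fluorescence, read with a 547 nm excitation and 618 nm emission filter pair, was normalized to a per-plate Texas Red standard curve.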
Caspase-1 inhib = caspase-1 (human) inhibition, allosteric or competitive; P29466; 75,000 tested, 0.03% active; Potency, µM (highest dose often 57.5 µM), for the others: top-dose activity change, negative = inhibition, usual class: inhibitors; Caspase-1 enzyme, Ac-WEHD-AFC fluorogenic rate;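 further: potency means the concentration at half of the fitted maximal effect; plate controls were vehicle for no effect and no substrate for full effect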
Target sequence (P29466 120-297 limits assumed): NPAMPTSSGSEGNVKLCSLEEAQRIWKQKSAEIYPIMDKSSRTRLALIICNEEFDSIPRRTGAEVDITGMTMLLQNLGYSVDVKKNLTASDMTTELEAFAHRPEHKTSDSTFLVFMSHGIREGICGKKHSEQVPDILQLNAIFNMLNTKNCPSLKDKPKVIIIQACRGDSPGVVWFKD
Target sequence (P29466 317-404 limits assumed): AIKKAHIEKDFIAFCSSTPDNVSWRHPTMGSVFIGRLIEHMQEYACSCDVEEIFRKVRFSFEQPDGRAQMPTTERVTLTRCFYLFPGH
BRCT PPI red = disrupts BRCA1 BRCT binding to phosphoprotein, red fluorophore readout; AID 892; Potency, µM (highest dose often 76.9 µM), inactives show at the top dose activity change, negative = inhibition, actives largely listed as inhibitors; P38398; BRCT-phosphopeptide binding, red fluorescence polarization; 75,000 tested, 0.03% active; further: on the % scale 0 is the no-effect control and ±100 the full control effect
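Rhodamine-labelled pBACH1 10-mer (100 nM) bound to BRCT domain (100 nM) at pH 7.3; compounds incubated 12 min room temperature, polarization read. Free peptide defines full inhibition; unlabelled decapeptide titrated as control.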
BRCT PPI green = blocks human BRCA1 BRCT binding to phosphopeptide, green readout; BRCA1 BRCT-phosphopeptide binding, green fluorescence polarization; Potency, µM (series often up to 76.9 µM), inactives show at the top dose activity change, negative = inhibition, actives largely listed as inhibitors; 75,000 tested, 0.05% active;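 further: potency means the concentration at half of the fitted maximal effect; plate controls were peptide without protein for full effect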
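Compounds were incubated for 12 min at room temperature with a complex of 100 nM fluorescein-tagged pBACH1 decapeptide and 250 nM His-tagged BRCT protein. Buffer was phosphate pH 7.3 with EDTA, DTT and Tween 20. Disruption of binding lowers the polarization signal.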
4MU fluor = compound fluoresces in the 4-MU spectral region | compound autofluorescence, 340/450 nm, 4-MU equivalents; active compounds read high | max dye-equivalent concentration, M | 59,000 tested, 11% active | AID 589; in the data active means max dye-equivalent concentration above about 10 nM; inconclusive means mostly about 1.1 nM to 9.6 nM
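Intrinsic fluorescence at 340/450 nm (ex/em) was read after 15 min at room temperature in pH 8.0, 100 mM Tris. Each compound concentration expressed as 4-MU-equivalent concentration from a six-point 4-MU standard series on each plate.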
HEK293 cAMP ctrl = raises cAMP in parental HEK293 cells, TSHR agonist counter-screen. Potency, µM (series often up to 57.1 µM), without a hit: at the highest dose activation, actives largely listed as activators. parental HEK293 CNG cAMP sensor, membrane potential fluorescence. 73,000 tested, 2.5% active; further: potency means the concentration at half of the fitted maximal effect; % of control where 0% means no effect; nearly all actives have a fitted effect of over 55% in size
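Parental HEK 293 cells stably expressing a cAMP-gated CNG channel were loaded with membrane potential dye containing 100 uM RO 20-1724 for 60 min. Compound added for 30 min; depolarization read as fluorescence intensity at 590 nm.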
Fluorescein fluor = fluorescein region autofluorescence; Compound autofluorescence, 480/540 nm, fluorescein-equivalent; active compounds read high; 59,000 tested, 0.91% active; max fluorescein-equivalent concentration, M; in the data active means max fluorescein-equivalent concentration above about 10 nM; inconclusive means between about 1.1 nM and that limit
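Spectral profiling of library compounds in the fluorescein window (480 nm excitation, 540 nm emission) after 15 min at room temperature in pH 8.0 Tris (100 mM). Values are dye-equivalent concentrations.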
A350 autofl = compound fluoresces in the Alexa 350 spectral region. Compound autofluorescence, 340/450 nm, Alexa 350 dye-equivalents; active compounds read high. max dye-equivalent concentration, M. 59,000 tested, 11% active; in the data active means max dye-equivalent concentration above about 10 nM; inconclusive means mostly about 1.1 nM to 9.6 nM
* marks the source's active call; other numbers are inactive results; i = inactive; ? = inconclusive; nt = not tested or not shown; [ ] = another dose, or the depositor's remark. Unless noted, the call rests on the fitted dose curve; in most records, active means well fitted curve in the direction sought with a large enough effect; inconclusive means small, poorly fitted or top-dose-only effect, or another doubt; inactive means no such curve, though single readings can be large; an effect the other way counts as inactive or inconclusive. The list is partial; count on the stated rates, not on these rows.

SMILES	USP2a inhib	Rhodamine fluor	Casp7 inh	TexasRed autofl	Caspase-1 inhib	BRCT PPI red	BRCT PPI green	4MU fluor	HEK293 cAMP ctrl	Fluorescein fluor	A350 autofl
COc1ccc(C[C@H](N)C(=O)N[C@@H]2[C@H](O)[C@H](n3cnc4c(N(C)C)ncnc43)O[C@@H]2CO)cc1	7%[17.1 µM]	i	-1%[25.7 µM]	i	-1%[25.7 µM]	-0.1%[34.4 µM]	-0.3%[34.4 µM]	i	-1%[25.6 µM]	?	i
CCOc1ccc(N2CCCCn3c2nc2c3c(=O)[nH]c(=O)n2C)cc1	3%	i	3%	?	0%	-0.3%	-1.4%	i	-1%	i	i
O=C1c2ccccc2NC(c2ccc3c(c2)OCCO3)N1c1ccc2c(c1)OCCO2 (stereo unspecified)	44%[activator]	i	-6%	i	-3%	-1.3%	-2.8%	8.7e-08M*	?	?	1.8e-08M*
CC(=O)OCC1=C(C(=O)O)N2C(=O)C(NC(=O)Cc3cccs3)C2SC1 (stereo unspecified)	-7%	nt	-16%	nt	-12%	-0.6%	0.1%[3.08 µM]	nt	nt	nt	nt
CC1CCN(C(c2ccccc2)c2nnnn2C(C)(C)C)CC1 (stereo unspecified)	nt	i	1%	i	-1%	-1.4%	-3.2%	i	20µM*	i	i
O=C(CSc1nc2ccccc2[nH]1)N1CCN(c2ccc(F)cc2)CC1	6%	i	1%	i	0%	-0.3%	-0.3%	5.2e-08M*	24%	?	4.9e-08M*
S=c1[nH]nc(-c2ccncc2)n1Cc1ccco1	-12%	i	1%	?	-1%	-0.8%	-0.3%	i	-3%	i	i
Cc1c(C(=O)NCCCN2CCOCC2)sc2nc(-c3ccc(F)cc3)cn12	3%	i	1%	i	-2%	-0.9%	-0.9%	i	10%	i	i
O=C(NCc1cccnc1)c1ccc(CS(=O)(=O)Cc2ccc(Cl)cc2)o1	4%	i	0%	i	0%	-1.6%	-1.4%	i	6%	i	i
Cc1ccc2[nH]c3c(NCCN4CCOCC4)ncnc3c2c1	nt	i	nt	i	nt	nt	nt	i	nt	?	?
CCc1nc(N2CCOCC2)c(C#N)c2c1COC(C)(C)C2	8%	i	-6%	i	-4%	-3.0%	-0.1%	3.6e-07M*	-10%	?	5.8e-07M*
COc1ccc(C(=O)/C=C/Nc2c(C)n(C)n(-c3ccccc3)c2=O)cc1OC	nt	nt	-4%	nt	-1%	-5.3%	-1.0%	nt	-11%	nt	nt
CCC(C)NC(=O)N[C@@H](CCSC)C(=O)O (stereo partly specified)	-1%	i	-1%	?	0%	-1.0%	-1.8%	?	-3%	i	?
NC(=O)C1CCCN(S(=O)(=O)c2ccccc2)C1 (stereo unspecified)	-1%	i	1%	i	-1%	-1.1%	1.6%	i	-1%	i	i
O=C1Nc2ccccc2[C@]1(O)Cc1ccccn1	nt	i	2%[11.5 µM]	i	0%[11.5 µM]	0.2%[15.4 µM]	1.4%[15.4 µM]	i	-3%[11.4 µM]	i	i
CCOC(=O)c1sc(=NC(=O)c2ccc(S(=O)(=O)N3CC(C)OC(C)C3)cc2)n(C)c1C (stereo unspecified)	21%	i	-1%	i	-1%	0.4%	1.4%	2.4e-07M*	34%	i	2.2e-07M*
N#Cc1c(N)[nH]c(=S)c(C#N)c1-c1ccccc1	-11%	nt	-2%	nt	-1%	-0.4%	1.4%	nt	-13%	nt	nt
O=C(CSc1nnc(-c2cnccn2)n1Cc1ccco1)c1ccc(Cl)cc1	25%	i	0%	i	-15%	0.1%	-0.5%	i	?	i	i
CS(=O)(=O)Nc1cccc(-c2ccc3ncnc(NCCN4CCOCC4)c3c2)c1	52%[activator]	i	-3%	i	-2%	2.1%	0.6%	i	8%	i	i
COC(=O)[C@@]1(Cc2ccc(F)cc2)[C@H]2c3cc(C(=O)N4CCCC4)n(Cc4ccc(OC(F)(F)F)cc4)c3C[C@H]2CN1C(=O)c1ccccc1	nt	nt	-9%	nt	-4%	-1.2%	2.3%	nt	1.6µM*	nt	nt
O=C(NC1CC2CCC1C2)C1CCN(S(=O)(=O)c2ccc(-c3nn[nH]n3)cc2)CC1 (stereo unspecified)	0%	i	0%	i	3%	-0.7%	0.0%	i	-2%	i	i
COc1nc2ccc(C)cc2cc1-c1noc(-c2cccnc2)n1	2%	i	-2%	i	0%	0.2%	0.7%	3.4e-08M*	12%	?	3.8e-08M*
COc1cc(NC(=O)c2cc(-c3cccc(O)c3)on2)cc(OC)c1OC	nt	nt	-1%	nt	0%	-0.9%	-0.1%	nt	-1%	nt	nt
Cn1c(=O)n(CC(=O)OCc2ccccc2)c(=O)c2c1nc1n2CCCN1C1CCCCC1	7%	i	-2%	i	-2%	0.4%	-2.2%	?	-10%	?	?
CC1CCC/C(=C\Nc2ccc3c(c2)OCO3)C1=O (stereo unspecified)	27%	i	-6%	i	-5%	-0.8%	-1.5%	?	13%	i	?
Cc1noc(C)c1-c1cc(NC2CCNCC2)ncn1	-5%	i	-2%	i	0%	0.0%	0.3%	i	4%	i	i
O=S(=O)(CCN1CCN(C(c2ccccc2)c2ccccc2)CC1)C(F)(F)F	-7%	i	8%	i	-1%	-2.4%	-0.6%	i	6%	i	i
CCOC(=O)c1c(C)[nH]c(C(=O)Cn2nnc(-c3ccc(Cl)cc3)n2)c1C	14%	i	-3%	i	-2%	-1.3%	1.7%	1.3e-07M*	28%	?	1.5e-07M*
COC(=O)c1ccc(C(=O)OC)c(NC(=O)CCc2ccc(C)o2)c1	-6%	i	-12%	i	-14%	-2.6%	2.8%	6.4e-08M*	?	i	6.4e-08M*
COc1ccc(-n2c3c(cc(C(=O)NC4CCSC4=O)c2=O)C(=O)CC(C)(C)C3)cc1 (stereo unspecified)	16%[7.66 µM]	nt	-1%	nt	2%	0.4%	-0.2%	nt	0%[11.4 µM]	nt	nt
Oc1ccc(CNc2ccccc2F)c2cccnc12	202%[activator]	i	0%	i	1%	-0.6%	-2.0%	i	21%	i	i
O=C(CN(Cc1ccc(F)cc1)S(=O)(=O)c1ccccc1)N1CCCCC1	-3%	nt	-3%	nt	0%	-1.6%	-1.8%	nt	28%	nt	nt
Cc1ccc(C(=O)NC(C)(COc2nonc2C)COc2nonc2C)cc1	5%	i	0%	i	4%	-0.3%	-0.9%	i	?	i	i
Cc1[nH]c2c(C)ccc(C)c2c1CC(=O)O	nt	i	-4%[11.5 µM]	i	-1%[11.5 µM]	-0.9%[15.4 µM]	-4.2%[15.4 µM]	i	6%[11.4 µM]	i	i
CN(C)c1nc(N)nc(CSc2nnnn2-c2cccc3ccccc23)n1	9%	i	-7%	i	-1%	-0.9%	1.9%	i	?	i	i
O=c1c(-c2cc(O)c(O)c(O)c2)coc2cc(O)c(O)c(O)c12	0%	nt	-8%	nt	2%	-3.4%	0.6%[3.08 µM]	nt	nt	nt	nt
CC(C)(C)NC(=O)C(c1ccco1)N(C(=O)Cn1nnc(-c2ccc(F)cc2)n1)c1ccccc1F (stereo unspecified)	17%	i	-4%	i	1%	1.0%	2.0%	i	17%	i	i
Cc1noc(NC(=O)Nc2ccccc2F)c1C#N	nt	i	3%[11.5 µM]	?	0%[11.5 µM]	0.7%[15.4 µM]	-1.2%[15.4 µM]	i	14%[11.4 µM]	?	i
COc1cc(C(=O)CSc2nncn2C)cc(OC)c1OC	7%	i	1%	i	0%	-4.2%	-5.4%	i	-7%	i	i
N#CC(C(=O)O)=C1CCCC1	-6%	i	-1%	i	-3%	2.8%	-1.1%	i	6%	?	i
CCOc1ccc(C2N(c3ccc(F)cc3)C(=O)C3CCCN32)cc1OC (stereo unspecified)	nt	nt	-3%	nt	-1%	1.3%	0.2%	nt	-1%	nt	nt
CCOC(=O)N1CCC(NC(=O)CCc2cn(C)c3ccccc23)CC1	68%[activator]	i	-4%	i	-4%	0.0%	-3.0%	3.8e-07M*	5%	i	4.7e-07M*
COc1cccc(-c2nc(CS(=O)(=O)CC(=O)N3CCN(C)CC3)c(C)o2)c1	nt	nt	-1%	nt	-13%	-1.3%	0.9%	nt	2%	nt	nt
COc1ccc(-c2nnn(CC(=O)N(C3CCCCC3)C(C)C(=O)NC3CCCC3)n2)cc1OC (stereo unspecified)	13%	i	-1%	i	-1%	-5.6%	0.9%	i	?	?	i
C/C=C/c1ccc(OCCCN2C(=O)NC(C)(C)C2=O)c(OC)c1	5%	i	-3%	i	0%	0.7%	-1.2%	i	-2%	?	?
O=C1C(=O)N(Cc2ccco2)C(c2cccc(Cl)c2)/C1=C(\O)c1ccc2c(c1)OCCO2 (stereo unspecified)	38%[activator]	i	-1%	i	-5%	0.4%	-0.5%	i	26%	i	i
CCN(CC)c1ccc(-n2cc3c(=O)n(C)c(=O)n(C)c3c2)cc1	1%	i	-12%	i	-11%	-0.6%	-0.2%	3e-08M*	-7%	i	2.4e-08M*
CCN1CCN(C(=O)C2CCN(Cc3nc(-c4ccc(Cl)cc4)oc3C)CC2)CC1	nt	nt	1%	nt	-2%	1.6%	-2.2%	nt	6%	nt	nt
